Assay outcomes as filed in PubChem BioAssay.
TIM10 inh – TIM10 yeast growth inhibition; S. cerevisiae TIM10 strain growth, BacTiter-Glo luminescence, 24 h; inhibition, % at 10 µM; hit rate 1.4% among 330,000; AID 463195;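 active = inhibition of 40% or more at the single tested concentration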;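 also: wild-type TIM10 isogenic control strain grown at permissive 25 °C; 0% = DMSO yeast wells and 100% = minimal medium wells without yeast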
Jurkat NFkB inh – lowers PMA/ionomycin-induced NF-kB signal in Jurkat cells | PMA/ionomycin-induced NF-kB luciferase reporter, luminescence | inhibition, % at 4 µM | hit rate 0.53% among 330,000; in the data active = inhibition above about 50%
tim10-1 inh – inhibits growth of tim10-1 mutant yeast | S. cerevisiae tim10-1 ts strain growth, BacTiter-Glo, 24 h | inhibition, % at 20 µM | hit rate 2.2% among 330,000 | AID 463190;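 active = inhibition of at least 40%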;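 also: mutant grown at 25 °C; 0% = DMSO wells with yeast and 100% = wells holding no yeast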
UPR CHOP act – activators of apoptotic arm of unfolded protein response (CHOP) | CHO-CHOP luciferase reporter, UPR activation, luminescence; percent of tunicamycin response over DMSO baseline | activation, % at 10 µM | hit rate 0.34% among 330,000 | AID 449763;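 active = at 10 µM dose, activation of 40% or more, normalized to positive control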;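 also: 100% = tunicamycin at 10 µg/mL and 0% = DMSO alone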
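assay system = CHO CHOP reporter cells | amount = 500 CHO-CHOP cells per well | buffer or medium = F12 with 10% FBS | incubation = 16-18 h cell attachment, then 6 h compound exposure, 37 °C | detection = luminescence read with Steady-Glo | read-out = percent activation relative to tunicamycin control | controls = tunicamycin high control, DMSO low control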
Mdm2-MdmX inh – human Mdm2/MdmX binding inhibition | hit rate 3% among 330,000 | SaOS-2 split-luciferase Mdm2/MdmX complementation, luminescence | AID 485346 | inhibition, % at 8 µM;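 active = inhibition of at least 50% at 8 µM in the primary screen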
Target sequence (O15151 whole entry, looked up): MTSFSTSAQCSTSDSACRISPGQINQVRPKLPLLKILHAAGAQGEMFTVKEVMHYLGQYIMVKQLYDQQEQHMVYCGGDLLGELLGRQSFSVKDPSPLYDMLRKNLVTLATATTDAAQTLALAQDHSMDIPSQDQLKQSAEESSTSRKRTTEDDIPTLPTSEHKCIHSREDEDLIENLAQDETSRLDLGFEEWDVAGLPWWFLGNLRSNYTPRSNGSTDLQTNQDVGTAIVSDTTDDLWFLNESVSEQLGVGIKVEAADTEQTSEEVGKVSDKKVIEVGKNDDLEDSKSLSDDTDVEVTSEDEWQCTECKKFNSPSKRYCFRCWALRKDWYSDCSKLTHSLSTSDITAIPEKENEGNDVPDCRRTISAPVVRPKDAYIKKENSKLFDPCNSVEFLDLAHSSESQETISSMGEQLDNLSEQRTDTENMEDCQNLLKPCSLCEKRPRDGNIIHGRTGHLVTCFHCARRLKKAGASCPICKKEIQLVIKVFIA
Target sequence (Q00987 whole entry, looked up): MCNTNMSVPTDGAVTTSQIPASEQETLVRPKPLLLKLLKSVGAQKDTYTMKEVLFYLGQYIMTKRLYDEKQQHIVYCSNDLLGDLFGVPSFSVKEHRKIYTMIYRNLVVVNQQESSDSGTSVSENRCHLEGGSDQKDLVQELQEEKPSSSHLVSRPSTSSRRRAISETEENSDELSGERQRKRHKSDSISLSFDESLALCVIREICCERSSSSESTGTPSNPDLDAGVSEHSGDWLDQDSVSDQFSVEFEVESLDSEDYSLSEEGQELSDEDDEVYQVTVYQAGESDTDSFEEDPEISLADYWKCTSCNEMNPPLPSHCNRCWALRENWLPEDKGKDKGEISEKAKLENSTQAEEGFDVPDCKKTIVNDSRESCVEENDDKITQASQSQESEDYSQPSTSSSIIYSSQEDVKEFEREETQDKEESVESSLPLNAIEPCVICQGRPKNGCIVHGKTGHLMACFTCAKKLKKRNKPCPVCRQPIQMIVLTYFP
697 NFkB inh – inhibitors of the PMA/ionomycin-induced NF-kB reporter in 697 B cells; 697 B-cell NF-kB luciferase reporter, 16 h; inhibition, % at 4 µM; hit rate 0.33% among 330,000; AID 435022; in the data active = inhibition above about 35%
tim23-1 inh – inhibits growth of tim23-1 mutant yeast; S. cerevisiae tim23-1 growth, BacTiter-Glo luminescence, 24 h; inhibition, % at 20 µM; hit rate 1.3% among 330,000;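 active = growth inhibition of the mutant yeast at or above 50%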;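 also: temperature-sensitive mutant grown at 25 °C; plate controls were DMSO-treated mutant yeast for no effect and medium wells lacking yeast for full effect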
UPR XBP1 act – adaptive UPR (XBP1) activation | CHO-XBP1 luciferase reporter, IRE1-XBP1 UPR activation, luminescence; percent of tunicamycin response, DMSO as zero | activation, % at 20 µM | hit rate 0.33% among 330,000 | AID 463104;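 active = versus positive control, 20 µM dose yields 30% or more activation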;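 also: 100% = tunicamycin at 10 µg/mL and 0% = DMSO only wells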
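Material: CHO cell line with stable XBP1 luciferase reporter; schedule: 16-18 h cell attachment at 37 °C, then 6 h compound exposure; signal: glow luminescence from Steady-Glo reagent; medium: serum-containing F12 medium, 10% FBS; benchmarks: tunicamycin 10 µg/mL and vehicle-only wells; read-out: percent activation relative to tunicamycin reference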
Active calls of the source: *. The order is random. About 6.6% of those tested had a hit in this group.

1: O=C(CNC(=O)c1ccccc1)OCc1cc(=O)n2cc(Br)ccc2n1
2: O=C(CN(C(=O)C1CSC(=O)C1)c1ccccc1F)NCc1ccc2c(c1)OCO2 (stereo unspecified)
3: CN1CCSc2ccc(C(=O)NCc3cccc(F)c3)cc21
4: N#CCC1c2ccccc2CCN1C(=O)Nc1ccc(C(F)(F)F)cc1 (stereo unspecified)
5: O=C(N/N=C/c1ccc(Cl)c([N+](=O)[O-])c1)c1ccc2nc[nH]c2c1
6: COCCNC(=O)/C(C#N)=c1\s/c(=C\c2ccccc2OC(F)F)c(=O)n1Cc1ccccc1

Assay by compound	1	2	3	4	5	6
UPR XBP1 act	0	0	1	-6	1	7
Mdm2-MdmX inh	3	-11	-20	22	8	9
TIM10 inh	-16	17	16	34	-2	0
697 NFkB inh	-5	22	16	2	4	-8
Jurkat NFkB inh	-13	6	8	-6	-12	-6
UPR CHOP act	-1.0	1.1	0.4	0.3	-1.8	1.5
tim23-1 inh	7	13	39	37	-2	3
tim10-1 inh	15	18	28	46*	20	3

Entries 3 to 6, reprinted for reference:
3: CN1CCSc2ccc(C(=O)NCc3cccc(F)c3)cc21
4: N#CCC1c2ccccc2CCN1C(=O)Nc1ccc(C(F)(F)F)cc1 (stereo unspecified)
5: O=C(N/N=C/c1ccc(Cl)c([N+](=O)[O-])c1)c1ccc2nc[nH]c2c1
6: COCCNC(=O)/C(C#N)=c1\s/c(=C\c2ccccc2OC(F)F)c(=O)n1Cc1ccccc1

Assay by compound	3	4	5	6
UPR XBP1 act	1	-6	1	7
Mdm2-MdmX inh	-20	22	8	9
TIM10 inh	16	34	-2	0
697 NFkB inh	16	2	4	-8
Jurkat NFkB inh	8	-6	-12	-6
UPR CHOP act	0.4	0.3	-1.8	1.5
tim23-1 inh	39	37	-2	3
tim10-1 inh	28	46*	20	3

Further entries:
7: CCn1c(SCC(N)=O)nnc1-c1ccco1
8: CC(=O)C[C@H]1c2cc(C(F)(F)F)ccc2S(=O)(=O)N1C1CCCCC1
9: CC(C(=O)NC1CC1)c1ncc(C(F)(F)F)cc1Cl (stereo unspecified)
10: O=C(NC(=S)Nc1ccc(Cl)cc1)c1ccccc1
11: CN(C)S(=O)(=O)N1CCC(CO)(CCc2ccccc2)CC1
12: COc1ccc(CC(=O)N2CCc3cc(OC)c(OC)cc3C2O)cc1OC (stereo unspecified)

Assay by compound	7	8	9	10	11	12
UPR XBP1 act	-2	3	-2	3	10	-5
Mdm2-MdmX inh	1	3	1	-77	-4	9
TIM10 inh	-9	21	2	31	6	4
697 NFkB inh	30	7	12	-58	2	-3
Jurkat NFkB inh	9	-11	14	-55	-13	0
UPR CHOP act	-1.3	1.7	0.7	5.6	-1.0	0.0
tim23-1 inh	-2	30	1	44	21	-2
tim10-1 inh	-2	18	-6	24	-7	12

13: CC(=O)N1CCOc2ccc(S(=O)(=O)N3CCN(c4cc(C)ccc4C)CC3)cc21
14: CC1(C2CC2)NC(=O)N(CC(=O)N2CCN(S(=O)(=O)c3ccc(F)c(F)c3)CC2)C1=O (stereo unspecified)
15: Cc1cccc(NS(=O)(=O)c2ccc(-c3cnc(C4CC4)o3)cc2)c1C
16: CC(Sc1nnc2n1CCCCC2)C(=O)Nc1ccccc1[N+](=O)[O-] (stereo unspecified)
17: COc1ccc(OC)c(C2C(C(=O)c3ccc(C)o3)=C(O)C(=O)N2CCN2CCOCC2)c1 (stereo unspecified)
18: CC(OC(=O)c1cccn1C)C(=O)Nc1ccc2c(c1)OCO2 (stereo unspecified)

Assay by compound	13	14	15	16	17	18
UPR XBP1 act	-2	0	13	6	-4	0
Mdm2-MdmX inh	-1	5	85*	21	10	14
TIM10 inh	15	-12	19	-3	-12	-22
697 NFkB inh	-17	5	-28	14	13	-13
Jurkat NFkB inh	9	-7	60*	4	1	5
UPR CHOP act	-0.1	2.4	1.0	0.0	1.9	2.8
tim23-1 inh	34	-8	69*	4	5	-7
tim10-1 inh	43*	-12	59*	-9	-5	9

19: COc1cccc(CNC(=O)CCNS(=O)(=O)c2ccc3[nH]c(=O)oc3c2)c1
20: O=C(NNC(=S)Nc1ccc(OC(F)F)cc1)c1cc2c(s1)CCCC2
21: COc1ccc(CCN(C)C(=O)CCNC(=O)c2ccc(Br)cc2)cc1OC
22: Cc1cccc(NC(=O)NCC(c2ccc(F)cc2)N2CCN(C)CC2)c1 (stereo unspecified)
23: O=C(CCN1CCN(C/C=C/c2ccccc2)CC1)Nc1ccc(Cl)cc1
24: O=S(=O)(NCCOc1ccccc1F)c1ccc(Cl)cc1F

Assay by compound	19	20	21	22	23	24
UPR XBP1 act	-5	1	-3	-2	0	0
Mdm2-MdmX inh	-6	19	10	6	5	9
TIM10 inh	-4	11	-2	2	10	-2
697 NFkB inh	4	-37	5	8	17	15
Jurkat NFkB inh	-6	0	-7	-17	-4	-4
UPR CHOP act	-0.9	-0.9	-1.6	2.0	-0.4	-1.1
tim23-1 inh	6	25	0	-3	10	25
tim10-1 inh	-9	24	12	-4	-6	-23

25: CCOC(=O)c1sc(NC(=O)COC(=O)C(CCSC)NC(C)=O)nc1C (stereo unspecified)
26: COc1ccccc1C1CCN(Cc2cccc([N+](=O)[O-])c2)CC1
27: N#CC1(NC(=O)Cn2cc(C(F)(F)F)ccc2=O)CCCC1
28: CCNC(=S)N1CCC(C(=O)c2ccc3c(c2)OCCO3)CC1
29: CCc1ccc(NC(=O)NCc2ccccn2)cc1
30: CCOC(=O)CC1(NC(=O)c2cc(COc3ccc(F)c(F)c3)on2)CCCCC1

Assay by compound	25	26	27	28	29	30
UPR XBP1 act	-3	-1	-1	3	0	-3
Mdm2-MdmX inh	-11	-4	5	13	-42	19
TIM10 inh	8	-5	-2	13	-5	8
697 NFkB inh	11	-17	16	0	-62	-16
Jurkat NFkB inh	-11	-5	16	-2	-20	-13
UPR CHOP act	-0.5	0.5	0.1	-0.3	2.4	-2.0
tim23-1 inh	10	-5	-5	15	1	31
tim10-1 inh	3	18	-6	12	-5	17

31: Cc1ccnc(NC(=O)c2c(-c3ccccc3Cl)noc2C)c1
32: COc1cc(NC(=O)N[C@H](C(=O)O)C(C)C)cc(OC)c1
33: Cc1cccc(OCCCn2ccnc2)c1
34: CC(c1ccccc1)n1cc(C(=O)NCc2ccncc2)nn1 (stereo unspecified)
35: CC(OC(=O)c1ccc2c(=O)n3c(nc2c1)CCCCC3)C(=O)Nc1ccc(Cl)cn1 (stereo unspecified)
36: CC(OC(=O)c1ccc2c(c1)NC(=O)CS2)C(=O)c1ccc(F)cc1 (stereo unspecified)

Assay by compound	31	32	33	34	35	36
UPR XBP1 act	0	-1	0	-1	-1	-1
Mdm2-MdmX inh	-5	-13	4	-11	12	8
TIM10 inh	14	-4	0	6	-21	-18
697 NFkB inh	-1	-7	2	-12	5	6
Jurkat NFkB inh	-15	-4	-12	-10	-3	-4
UPR CHOP act	1.9	-1.1	-0.2	-0.1	-3.0	0.5
tim23-1 inh	13	2	3	2	-6	22
tim10-1 inh	17	3	15	1	-10	-29

37: CCOC(=O)c1c(CN2CCC(C)CC2)oc2ccc(OC)cc12
38: Cc1ccc(OCCCCCCN2CCNCC2)c(Br)c1
39: CCn1nc(NC(=O)C2CCCO2)c2cc3cccc(C)c3nc21 (stereo unspecified)
40: CC(=O)NCc1cc(-c2nn(C)c(=O)c3ccccc23)ccc1C
41: CC1CC(C)CN(CC(O)COCc2ccccc2)C1 (stereo unspecified)
42: Cc1ccc(NC(=O)C2CCN(C(=O)c3ccco3)CC2)cc1C

Assay by compound	37	38	39	40	41	42
UPR XBP1 act	1	-2	0	3	-4	-2
Mdm2-MdmX inh	26	22	6	31	14	-19
TIM10 inh	-2	3	-2	9	-14	10
697 NFkB inh	6	-81	8	16	11	-1
Jurkat NFkB inh	0	-110	-8	-5	0	-10
UPR CHOP act	-0.9	3.2	-1.8	1.0	1.6	1.3
tim23-1 inh	0	-26	39	2	4	6
tim10-1 inh	9	4	31	0	2	-8

43: CSc1nnc(NC(=O)c2cccc(S(=O)(=O)N3CCOCC3)c2)s1
44: O=C(CSCc1ccc(Cl)cc1)NCC1CCCO1 (stereo unspecified)
45: Cn1c(=O)[nH]c(=O)c2c1nc(Br)n2CCCO
46: C/C(=N\NC(=O)COc1ccc(C)cc1[N+](=O)[O-])c1ccc2c(c1)OCCO2
47: CCOC(=O)CSc1ccc2ccccc2n1
48: COC(=O)c1ccccc1NC(=O)Nc1cccnc1

Assay by compound	43	44	45	46	47	48
UPR XBP1 act	-2	-1	1	-5	2	-3
Mdm2-MdmX inh	6	3	-12	-12	-9	9
TIM10 inh	13	-2	1	33	10	9
697 NFkB inh	13	5	-3	-13	5	21
Jurkat NFkB inh	-10	7	-4	-13	5	7
UPR CHOP act	4.4	-1.1	2.1	-0.1	2.0	-1.8
tim23-1 inh	8	-3	0	-3	9	-3
tim10-1 inh	13	3	10	-19	5	-1

Reprinted at random: five records from the list.
28: CCNC(=S)N1CCC(C(=O)c2ccc3c(c2)OCCO3)CC1
11: CN(C)S(=O)(=O)N1CCC(CO)(CCc2ccccc2)CC1
42: Cc1ccc(NC(=O)C2CCN(C(=O)c3ccco3)CC2)cc1C
4: N#CCC1c2ccccc2CCN1C(=O)Nc1ccc(C(F)(F)F)cc1 (stereo unspecified)
1: O=C(CNC(=O)c1ccccc1)OCc1cc(=O)n2cc(Br)ccc2n1

Assay by compound	28	11	42	4	1
UPR XBP1 act	3	10	-2	-6	0
Mdm2-MdmX inh	13	-4	-19	22	3
TIM10 inh	13	6	10	34	-16
697 NFkB inh	0	2	-1	2	-5
Jurkat NFkB inh	-2	-13	-10	-6	-13
UPR CHOP act	-0.3	-1.0	1.3	0.3	-1.0
tim23-1 inh	15	21	6	37	7
tim10-1 inh	12	-7	-8	46*	15

Other entries follow:
49: COc1ccc(C=O)cc1Cn1ccnc1
50: COc1ccc(CNC(=O)C(=O)NCC2OCCCN2S(=O)(=O)c2cccs2)cc1 (stereo unspecified)
51: Cc1ccc(S(=O)(=O)Oc2ccc(/C=N/N=C3/NC(=O)C(CC(=O)O)S3)cc2)cc1[N+](=O)[O-] (stereo unspecified)
52: Cn1c(N)c(-c2ccccc2)c2ccc([N+](=O)[O-])cc2c1=O
53: Cc1ccc(NC(NC(=O)c2cccs2)C(Cl)(Cl)Cl)cc1 (stereo unspecified)
54: O=C(N/N=C/c1cccc(Oc2ccccc2)c1)c1cccc(O)c1

Assay by compound	49	50	51	52	53	54
UPR XBP1 act	1	-6	-2	-2	-4	-4
Mdm2-MdmX inh	18	1	2	-3	24	35
TIM10 inh	6	2	0	1	50*	9
697 NFkB inh	11	8	10	22	13	8
Jurkat NFkB inh	18	-8	11	-21	23	18
UPR CHOP act	-3.3	0.8	0.4	-1.1	-5.5	8.0
tim23-1 inh	6	17	-6	30	32	19
tim10-1 inh	-6	3	-9	23	35	3
